Source: PubChem BioAssay (National Center for Advancing Translational Sciences (NCATS))
FEN1 inh – blocks human flap endonuclease 1; Recombinant FEN1 flap cleavage, fluorescence, 15 min; Potency, µM (doses to about 114 µM), for the others: top-dose activity change, negative = inhibition, usual class: inhibitors; 0.35% of 390,000 active; further: nearly all actives have a fitted effect of over 65% in size
Target sequence (P39748 whole entry, looked up): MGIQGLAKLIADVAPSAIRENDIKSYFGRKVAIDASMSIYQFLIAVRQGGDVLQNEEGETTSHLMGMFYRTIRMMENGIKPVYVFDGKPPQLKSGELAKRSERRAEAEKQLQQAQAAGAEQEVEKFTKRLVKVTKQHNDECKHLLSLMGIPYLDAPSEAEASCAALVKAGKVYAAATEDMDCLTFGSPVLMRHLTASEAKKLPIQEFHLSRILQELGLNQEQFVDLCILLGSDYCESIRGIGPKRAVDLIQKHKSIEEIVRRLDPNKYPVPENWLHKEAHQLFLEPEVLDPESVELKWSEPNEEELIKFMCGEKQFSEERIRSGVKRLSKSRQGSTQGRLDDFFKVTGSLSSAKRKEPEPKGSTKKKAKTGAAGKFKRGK
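Reaction started by adding substrate (50 nM final) to 10 nM enzyme after 15 min room-temperature compound preincubation. Reads at 0 and 15 min, with data normalized and fitted to a four-parameter Hill equation.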
KAT2A inh – blocks human GCN5L2 histone acetyltransferase. Q92830. GCN5L2 HAT assay, ThioGlo1 CoA-SH fluorescence. Potency, µM (doses to about 58.9 µM), for the others: at the top dose activity change, negative = inhibition, usual class: inhibitors. 0.21% of 390,000 active
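qHTS, 1536-well. 20nM enzyme, pH 7.5 HEPES/EDTA/Tween-20 buffer; 15 min compound preinc., RT. Start: 75uM H3(1-25), 70uM AcCoA, 50uM ThioGlo1. Read Ex340/Em540 at t=0 (autofluorescence flag) and t=20 min.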
N370S GC mod – inhibits or activates N370S mutant glucocerebrosidase. N370S GC spleen homogenate, 4MU-glucoside fluorescence. Potency, µM (series often up to 59.4 µM), for the others: at the highest dose activity change, negative = inhibition, actives largely listed as inhibitors. P04062. 0.092% of 330,000 active;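 further: 0% = full enzyme activity and -100% = no enzyme basal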
Numbers without * were called inactive; ? = inconclusive; · = not tested or not shown; & = joins results of further samples; [ ] = remark or other dose. The call rests on the fitted dose curve; in most records, active means well fitted curve in the direction sought with a large enough effect; inconclusive means small, poorly fitted or top-dose-only effect, or another doubt; inactive means no such curve, though single readings can be large; an effect the other way counts as inactive or inconclusive. Unless noted, on the % scale 0 is the no-effect control and ±100 the full control effect; potency means the concentration at half of the fitted maximal effect.

SMILES,FEN1 inh,KAT2A inh,N370S GC mod
CCC(=O)Nc1ccc(NC(=S)NC(=O)c2oc3ccccc3c2C)cc1,-5%,1%,-2%
CS(=O)(=O)N(CC(N)=O)c1cccc(Br)c1,10%,0%,-2%
O=C(C1CCC(=O)N1Cc1cccnc1)N1CCN(c2ccc(F)cc2)CC1 (stereo not given),-3%,-3%,5%
COc1cccc(Cn2c(=S)[nH]c3ccc(N4CCOCC4)cc3c2=O)c1,1%,-10%,-19%
CCOc1c(Cl)cc(CNc2ccc(S(N)(=O)=O)cc2)cc1OC,-1%,-13%,5%
COc1cccc(OC)c1OCCCCN1CCCC1,-5%,30%[activator],18%
CC(=O)c1nnn(-c2ccc(C)cc2Cl)c1C,-1%,1%,·
C=CCn1c(=N)c(C(=O)NCCCOC)cc2c(=O)n3cc(C)ccc3nc21,-13%,-13%,2%
N#C/C(=C\c1ccc[nH]1)C(=O)Nc1ccccc1[N+](=O)[O-],-15%,-16%,-21%
Cc1cccc(C)c1-n1c(C)nn(CC2CC2)c1=O,1%,-8%,0%
O=C(CN1C(=O)c2ccccc2C1=O)NNC1=NS(=O)(=O)c2ccccc21,-13%,-4%,14%
Cc1ccccc1C(=O)NC1CC(C)(C)NC(C)(C)C1,2%,3%,-10%
CNC(=O)c1c(NC(=O)CCS(=O)(=O)c2ccccc2)sc2c1CCN(C(=O)OC)C2,-5%,-7%,-3%
Cc1oc(-c2ccc(Cl)cc2)nc1CN1CCC(C(=O)NCc2cccnc2)CC1,-12%,-3%,?
c1ccc2c(-n3cccn3)cccc2c1,4%,6%,7%
O=C(COc1cccc(-n2cnnn2)c1)NC1CCCCC1,-10%,-6%,-4%
CCOc1cccc(Nc2ccc([N+](=O)[O-])cn2)c1,-19%,-23%,-5%
COC(=O)c1cc(OC)c(OC)cc1NC(=O)C1CCC(=O)N1S(=O)(=O)c1ccc(C)cc1 (stereo not given),8%,-28%,14%
Cc1ccccc1-n1nc2c(c1NC(=O)C1CCCC1)CS(=O)(=O)C2,-8%,1%,0%
COc1ccccc1-c1nnc(NC(=O)CCS(=O)(=O)c2ccccc2)o1,4%,-15%,-13%
COc1ccc(CC(=O)OCC(=O)Nc2c(C)n(C)n(-c3ccccc3)c2=O)cc1,-9%,-1%,-19%
CCNC(=O)CN(c1ccc(Cl)cc1)S(=O)(=O)c1ccccc1,8%,3%,4%
O=C(CSc1nc2c(sc3ccccc32)c(=O)n1Cc1ccco1)NCC1CCCO1 (stereo not given),1%,-7%,11%
Cc1ccc(C(=O)c2oc3ccccc3c2NC(=O)c2cc(-c3ccc(Cl)cc3)on2)cc1,4%,1%,·
Cc1cc2cc(CNC(=O)CC(C)C)ccc2n1C,2%,24%,-15%
CCn1c(SCC(=O)NC2CCCCC2)nnc1-c1cccnc1,0%,-22%,-9%
Cc1ccc(OCC(=O)NCc2cccnc2)cc1,0%,-9%,-5%
N#Cc1cccnc1Nc1cccc(Cl)c1,3%,1%,4%
CCOc1ccccc1NC(=O)C(c1ccccc1)N1CCN(C(=O)c2ccco2)CC1 (stereo not given),7%,-7%,·
COc1cc(NS(=O)(=O)c2ccc(NC(=O)COc3ccccc3C)cc2)nc(OC)n1,-3%,-1%,1%
CN(C)S(=O)(=O)c1ccc(N2CCCC2)c(C(=O)Nc2ccc(N3CCOCC3)cc2)c1,-7%,-6%,17%
FC(F)(F)c1cc(-c2ccc(Cl)cc2)nc(NCc2cccnc2)n1,2%,1%,11%
CCCCn1c(SCC(=O)N2CCC(C(=O)OCC)CC2)nc2cc(S(N)(=O)=O)ccc21,4%,-1%,-3%
CCOc1ccc(NC(=O)COc2ccc(C(=O)NCCc3ccccc3)cc2)cc1,-3%,-1%,-5%
Cn1ccnc1SC(=O)N1c2ccccc2Sc2ccccc21,-10%,-4%,-2%
CCCC1(C(=O)OCC)NC(c2ccc(OC)cc2OC)C2C(=O)N(c3ccc4c(c3)OCCO4)C(=O)C21 (stereo not given),-15%,-10%,4%
O=C(NCCCn1ccnc1)C(=O)NCC1OCCN1S(=O)(=O)c1ccc(Cl)cc1 (stereo not given),-5%,0%,-7%
C#CCCCCCCCCCCCC(O)CC(O)CO (stereo not given),·,5%,-23%
COc1cccc(C2C([N+](=O)[O-])=C(N)Oc3cc(C)oc(=O)c32)c1 (stereo not given),1%,-5%,-5%
C[C@@H]1CC=C[C@H]2[C@H]1C(=O)N(Cc1ccccc1)[C@H]2c1ccc2ccccc2c1Br,-23%,0%,19%
COCc1cc(C)nc(NC2CC(C)(C)NC(C)(C)C2)c1C#N,-8%,-16%,14%
CCOC(=O)c1c(NC(=O)COc2ccc(Cl)cc2C)sc(C(C)=O)c1C,6%,2%,·
CC1(C)CC(=O)C2=C(C1)Nc1[nH]n(-c3ccccc3)c(=O)c1C2c1ccc2c(c1)OCO2 (stereo not given),-1%,-3%,-5%
O=C(CN1C(=O)/C(=C\c2ccc(C(F)(F)F)cc2)Sc2ccccc21)NCc1ccco1,0%,-27%,-8%
Cc1ccc(Nc2nc(C)cs2)cc1,-4%,3%,4%
CCOC(=O)c1ccc(Cn2cnc3ccccc3c2=O)cc1,7%,5%,28%
CO/N=C/NC(=O)c1c(OC)ccnc1Oc1ccc(F)cc1,6%,0%,3%
CC(C)Oc1cccc(C(=O)C2CCCN(Cc3cnc(N4CCOCC4)s3)C2)c1 (stereo not given),-19%,23%,-6%
O=C(O)c1cccc(N/N=C/c2sc(N3CCOCC3)nc2-c2ccccc2)c1,1%,-2%,12%
COc1ccc(Br)c2c1-c1nc(NC(=O)c3cccc(C)c3)sc1C2,?,-10%,·
Cc1nc2cc(-c3cccc(F)c3)nn2c(N2CCN(C(=O)c3ccco3)CC2)c1C,-2%,-14%,4%[12.8 µM]
Cc1cc(Nc2ccc(C)c(Cl)c2)n2nc(Cc3ccccc3)nc2n1,5%,-9%,·
NS(=O)(=O)c1ccc(CCNC(=S)Nc2ccc(S(N)(=O)=O)cc2)cc1,-3%,-6%,22%
Cc1cccc(C(=O)NCCNC(=O)c2ccco2)c1,16%,2%,1%
COc1ccc(Br)cc1/C=N/NC(=O)CNC(=O)C1COc2ccccc2O1 (stereo not given),-2%,-12%,1%
COc1ccc(-c2nn(C)c3sc(C(=O)Nc4cc(OC)c(OC)c(OC)c4)cc23)cc1OC,10µM*,?,·
COc1cccc(-n2nc(C(C)=O)c(C#N)c2-c2ccco2)c1,-1%,2%,7%
O=S(=O)(Nc1ccc(O)c(Sc2nc3ccccc3s2)c1)c1cc(Cl)ccc1Cl,?,-10%,·
CSCCC(=O)N1CCCC(N2CCN(c3cccc(C(F)(F)F)c3)CC2)C1 (stereo not given),16%,3%,-7%
Cc1cc(Br)ccc1NC(=O)c1cn(C2CCCC2)c(=O)c2c1c1ccccc1n2C,-1%,-1%,·

Three of these compounds, set out differently.
Each structure is followed by: FEN1 inh | KAT2A inh | N370S GC mod
- CC(C)Oc1cccc(C(=O)C2CCCN(Cc3cnc(N4CCOCC4)s3)C2)c1 (stereo not given)
→ -19% | 23% | -6%
- Cc1cccc(C(=O)NCCNC(=O)c2ccco2)c1
→ 16% | 2% | 1%
- COc1ccc(-c2nn(C)c3sc(C(=O)Nc4cc(OC)c(OC)c(OC)c4)cc23)cc1OC
→ 10µM* | ? | ·

More results
SMILES,FEN1 inh,KAT2A inh,N370S GC mod
Cc1nc2ccccc2n1CC(=O)c1ccc(O)c(O)c1,13%,2%,·
COCCCNC(=S)NC1CC2CCCC(C1)N2Cc1ccco1 (stereo not given),2%,-2%,-2%
Cc1ccc(NC(=O)c2cc(-c3cccs3)on2)cc1,-3%,-3%,4%
O=C(O)/C=C/C(O)c1ccc(Cl)cc1 (stereo not given),-15%,-24%&-2%&-6%,1%&4%
CCn1c(SCC(=O)c2cccs2)nnc1-c1ccco1,-6%,-18%,-19%
CCC(Oc1ccc(F)cc1)C(=O)Nc1cc(-c2ccc(C)cc2)no1 (stereo not given),2%,-14%,·
CC(C)(C)OCC1CO1 (stereo not given),19%,-10%,2%
Cc1cc(C)cc(N2C(=O)N(Cc3cccc(F)c3)c3ccccc3S2(=O)=O)c1,-7%,0%,·
O=C(NC(=S)Nc1ccc(CN2CCOCC2)cc1)c1cccc([N+](=O)[O-])c1,-7%,-1%,10%
Cc1ccc(-c2cn3c(n2)sc2cc(C(=O)NCCC4=CCCCC4)ccc23)c(C)c1,3%,-10%,·
Cc1cccc(-c2ccc3ncnc(NCc4cccnc4)c3c2)c1,-1%,-3%&2%,-12%
COCCN1CCN(Cc2cn(C)nc2-c2cccc(Cl)c2)CC1,-2%,-6%,-1%
O=C(Nc1ccc2c(c1)C(=O)N(C1CCCCC1)C2=O)C1CCCO1 (stereo not given),0%,-13%,-1%
CCc1ccc(C2CC(c3ccco3)=NN2S(C)(=O)=O)cc1 (stereo not given),1%,-4%,?
C/C(=N\Nc1ccc(C(=O)O)cc1)c1nc2ccccc2n1C,·,37%[activator],-3%
CCOC(=O)c1ccc(CN(Cc2ccc(Br)cc2)S(=O)(=O)c2cccc(Cl)c2C)cc1,-9%,-3%,·
Cc1ccc(CNC(=O)C(=O)NCCC2CCCCN2S(=O)(=O)c2cccs2)cc1 (stereo not given),-10%,0%,-1%
COc1cccc(NC(=O)CC(=O)c2ccc([N+](=O)[O-])cc2)c1,11%,-10%,-13%
Cc1ccc(N2C(=O)C3CCC(C)(C2=O)C3(C)C)cc1 (stereo not given),4%,-2%,-1%
COc1ccc2c(c1)c(=O)c(C(=O)c1ccc(C)c(C)c1)cn2CC(=O)Nc1ccc2c(c1)OCCO2,2%,-2%,·

For convenience, 18 of the compounds above:
SMILES,FEN1 inh,KAT2A inh,N370S GC mod
Cc1cc(Br)ccc1NC(=O)c1cn(C2CCCC2)c(=O)c2c1c1ccccc1n2C,-1%,-1%,·
Cc1nc2ccccc2n1CC(=O)c1ccc(O)c(O)c1,13%,2%,·
COCCCNC(=S)NC1CC2CCCC(C1)N2Cc1ccco1 (stereo not given),2%,-2%,-2%
Cc1ccc(NC(=O)c2cc(-c3cccs3)on2)cc1,-3%,-3%,4%
O=C(O)/C=C/C(O)c1ccc(Cl)cc1 (stereo not given),-15%,-24%&-2%&-6%,1%&4%
CCn1c(SCC(=O)c2cccs2)nnc1-c1ccco1,-6%,-18%,-19%
CCC(Oc1ccc(F)cc1)C(=O)Nc1cc(-c2ccc(C)cc2)no1 (stereo not given),2%,-14%,·
CC(C)(C)OCC1CO1 (stereo not given),19%,-10%,2%
Cc1cc(C)cc(N2C(=O)N(Cc3cccc(F)c3)c3ccccc3S2(=O)=O)c1,-7%,0%,·
O=C(NC(=S)Nc1ccc(CN2CCOCC2)cc1)c1cccc([N+](=O)[O-])c1,-7%,-1%,10%
Cc1ccc(-c2cn3c(n2)sc2cc(C(=O)NCCC4=CCCCC4)ccc23)c(C)c1,3%,-10%,·
Cc1cccc(-c2ccc3ncnc(NCc4cccnc4)c3c2)c1,-1%,-3%&2%,-12%
COCCN1CCN(Cc2cn(C)nc2-c2cccc(Cl)c2)CC1,-2%,-6%,-1%
O=C(Nc1ccc2c(c1)C(=O)N(C1CCCCC1)C2=O)C1CCCO1 (stereo not given),0%,-13%,-1%
CCc1ccc(C2CC(c3ccco3)=NN2S(C)(=O)=O)cc1 (stereo not given),1%,-4%,?
C/C(=N\Nc1ccc(C(=O)O)cc1)c1nc2ccccc2n1C,·,37%[activator],-3%
CCOC(=O)c1ccc(CN(Cc2ccc(Br)cc2)S(=O)(=O)c2cccc(Cl)c2C)cc1,-9%,-3%,·
Cc1ccc(CNC(=O)C(=O)NCCC2CCCCN2S(=O)(=O)c2cccs2)cc1 (stereo not given),-10%,0%,-1%

The list is partial; count on the stated rates, not on these rows.
